Screens as filed in PubChem BioAssay.
S3 lipid droplet: qHTS Assay for Lipid Storage Modulators in Drosophila S3 Cells; Drosophila S3 cells, BODIPY lipid droplet fluorescence, 18-24 h; cells fed with added oleic acid; lipid storage change, negative = inhibition, % at the top dose, mostly 46.1 µM; hits show Potency in µM; 0.64% of 320,000 active; active = well fitted inhibition curve with a large enough effect in the signal ratio, with a control signal flat, not every such curve was filed as active; inconclusive = small, poorly fitted or top-dose-only effect, or effect the other way, or a change in a side signal; the % refers to the signal ratio
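Drosophila S3 cells loaded with oleic acid (400 uM, as added) and compounds at several concentrations; lipid droplets imaged by 488-nm laser-scanning cytometry, 500–530 nm intensity and object ratio to cell channel. Percent activity normalized to 20 uM Triacsin C.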
S3 lipid droplet cell count max: second read-out of S3 lipid droplet, no call of its own (marks repeat the call); cell number change, %; measured here: cell count max response;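 cells counted by Cell Tracker Red CMTPX staining in the red channel; peak over a dose series mostly up to 46.1 µM; percent activity relative to internal control wells on each plate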
Numbers without * were called inactive; i = inactive; u = inconclusive; x = no result given; [ ] = another dose, or the depositor's remark. % is set by controls: 0 for no effect and ±100 for the full control effect; potency is the fitted concentration of half-maximal effect. These rows are one share of the data; the hit share may differ from the screen's.

SMILES | S3 lipid droplet | S3 lipid droplet cell count max
Cc1noc(C)c1CSCC(=O)N(C)CC(=O)Nc1ccccc1Cl | i | x
Cc1ccc(-c2cc(C(F)(F)F)n3nc(C(=O)NCCCn4ccnc4)cc3n2)cc1C | u | x
COc1ccccc1CC(NC(C)=O)C(=O)NC1CCN(S(=O)(=O)c2ccc(NC(C)=O)cc2)CC1 (stereo not given) | u | x
O=C1[C@H]2[C@@H](c3ccc(F)cc3)N3C(=O)N(c4ccccc4)C(=O)[C@@]3(Cc3ccc(Cl)cc3)[C@H]2C(=O)N1C1CCCCC1 | u | x
Cc1cc2cc(CCNC(=O)c3ccc(Br)o3)c(=O)[nH]c2cc1C | u | x
O=C(COc1cccnc1[N+](=O)[O-])NCCc1ccc(Cl)cc1Cl | u | x
c1ccc(-n2nnnc2-n2ccnc2)cc1 | i | x
Cc1ccc(C(=O)NC(=S)Nc2ccc(-c3ccc(CO)o3)cc2)cc1 | 3.1% | 0.2
Cc1ccc(Cl)cc1N1CCN(C(=S)NCCc2ccccc2)CC1 | -2.3% | 18.1
CC1=C(C)CC(C(=O)Nc2ccc(C(=O)N3CCOCC3)cc2)C(C(=O)O)C1 (stereo not given) | -0.5% | -10.8
COc1ccccc1CNC(=O)c1ccc(OC(C)C)cc1 | u | x
CCN1CCN(CC(=O)Nc2cc(C)on2)CC1 | u | x
CC(=O)NCC(=O)OCC(=O)c1ccc(C)cc1 | -12.6% | -3.8
O=C1CC(=O)C(n2cncn2)C(c2c(F)cccc2Cl)C1 (stereo not given) | u | x
COc1cc(OC)c(OC)cc1CNC(=O)c1cc(=O)[nH]c2ccccc12 | i | 6.3
COc1ccc(C2=NN(c3ccccc3)C(=O)/C2=C\c2ccc(O)c(OC)c2)cc1 | -0.5% | 5.3
O=C(O)c1ccc(N/N=C/c2ccc(-c3cccc(Cl)c3)o2)cc1 | u | x
Cc1noc(C)c1/C=N/Nc1ccccn1 | u | x
CC(O)Cc1nsc(NC(=O)c2ccc(Br)o2)n1 (stereo not given) | u | x
CC(=O)c1ccc(N2CCN(C(C)C(=O)NC3CCCc4ccccc43)CC2)cc1 (stereo not given) | 26.8% | 4.4
c1coc(CN2CCN(C(c3cccs3)c3nnnn3C3CCCC3)CC2)c1 (stereo not given) | 22.4% | 2.7
S=C(NCCN1CCOCC1)Nc1cccc(Cl)c1 | -1.6% | -7.2
CCOc1cc(CNC(=O)CN2C(=O)c3ccccc3S2(=O)=O)ccc1OC | u | x
CCOC(=O)c1c(NC(=O)c2cccnc2Cl)sc(C(=O)N(C)C)c1C | 18.2% | -29.6
Cc1oc2cc(Br)c(O)c(Br)c2c1C(=O)c1ccccc1 | 10.3% | 16.3
COc1ccccc1NC(=O)CCS(=O)(=O)c1ccc2c(c1)oc(=O)n2C | u | x
O=C(Nc1c(-c2cccs2)nc2ccccn12)c1ccccc1F | -1.1% | -3.1
O=C(Cc1nc2ccccc2[nH]c1=O)c1ccccc1 | u | x
O=C(CN(Cc1ccco1)C(=O)CNS(=O)(=O)c1ccccc1)NC1CCCCC1 | 6.3% | 1.4
Cc1ccc(C)c2c1[nH]c1ccccc12 | u | x
Cc1c(NS(=O)(=O)c2ccc(NC(=O)CCC(=O)O)cc2)c(=O)n(-c2ccccc2)n1C | u | x
O=C(COc1ccc2c(-c3ccccc3)cc(=O)oc2c1)NCCN1CCOCC1 | u | x
FC(F)(F)C1CC(c2cccs2)Nc2ncnn21 (stereo not given) | 4.8% | -10.8
COC(=O)c1cnc(SC)nc1C | u | x
O=Cc1ccc(Oc2cccc(C(F)(F)F)c2)nc1 | 29.8% | x
CN(C)C(CNC(=O)C1CCN(S(=O)(=O)c2ccccc2C(F)(F)F)CC1)Cc1ccccc1 (stereo not given) | u | x
COc1ccc(OC)c(NC(=O)CCCNC(=O)Cn2cnc3sc(C)c(C)c3c2=O)c1 | 3.66µM* | 10.8*
COc1ccc(C(=O)N2CCCC(Nc3ccc(C)c(C)c3)C2)c(OC)n1 (stereo not given) | i | 8.4
Cc1cc(C(=O)NC2CCCCC2)c2cc(F)ccc2n1 | -11.9% | -1.2
O=C(O)COc1ccccc1C(Nc1cccnc1)c1cc(Cl)c2cccnc2c1O (stereo not given) | 0.5% | 15.3
O=C(Cc1ccccc1)N/N=C/c1ccc[nH]1 | 1.9% | 7.8
CS(=O)(=O)N(CC(N)=O)c1ccc2c(c1)OCO2 | -1.1% | 2.6
COCCOC(=O)C(C#N)c1nc2ccccc2nc1N1CCCC1 (stereo not given) | u | x
O=S(=O)(Nc1ccccn1)c1ccc(Br)cc1 | 22.8% | 1.8
CCC(C(=O)NC1CCCC1)N(Cc1ccco1)C(=O)Cn1nnc(-c2ccc(C)cc2)n1 (stereo not given) | u | x
CCCc1nc2nc(C)c(NS(=O)(=O)c3ccc([N+](=O)[O-])cc3)c(=O)n2[nH]1 | i | 19.8
COCCCNCCOCCOc1ccccc1-c1ccccc1 | u | x
O=C(O)[C@H]1CCCN1C(=O)c1ccccc1N1C(=O)[C@@H]2Cc3c([nH]c4ccccc34)C(c3cccc(Cl)c3)N2C1=O (stereo not given in full) | u | x
Cc1cc(CNC(=O)CC2C(=O)NCCN2CC(c2ccccc2)c2ccccc2)on1 (stereo not given) | -0.7% | -9.7
CC(=O)Nc1cccc(NC(=O)CSc2nnnn2C(C)C)c1 | i | x
CCc1ccc(N2CC(C(=O)Nc3nnc(CC)s3)CC2=O)cc1 (stereo not given) | u | x
Cc1c(C(=O)N(Cc2cccc(Br)c2)C2CCS(=O)(=O)C2)oc2ccccc12 (stereo not given) | i | -5.6
C=CCOc1c(Br)cc(/C=C(\C#N)C(N)=O)cc1OC | u | x
CCCCCCN(C(=O)CCCCCN1C(=O)NC(c2ccc(C(C)(C)C)cc2)C(C(=O)OCc2ccccc2)=C1C)C(C(=O)NCCCC)c1ccc(OCC(=O)OC)c(C(=O)OC)c1 (stereo not given) | 1.4% | 12.3
Cc1cc(Nc2c(C)cccc2C)n2nc(C)nc2n1 | u | x
O=C(NCc1csc(-c2cccs2)n1)Nc1ccc(F)cc1F | -8.7% | 15.3
O=C1c2ccccc2C(Nc2ccc(S(=O)(=O)N3CCCCCC3)cc2)N1c1ccccn1 (stereo not given) | u | x
COc1cc(C(=O)NNC2=NC(C)(C)Cc3cc(C)c(C)cc32)cc(OC)c1OC | 7.8% | 2.8
COc1ccccc1CN(C)C(=O)c1cccc(S(=O)(=O)N2CCc3ccccc3C2)c1 | u | x
CCOC(=O)N1CCN(C2=C(NS(=O)(=O)c3ccc(C)cc3)C(=O)c3ccccc3C2=O)CC1 | i | -13.9
(list continues)
SMILES | S3 lipid droplet | S3 lipid droplet cell count max
CCOc1ccccc1NC(=O)c1ccc2c(c1)C(=O)N(CC(C)C)C2=O | -1.6% | -8.5
Cc1ccccc1NC(=O)CSc1ccc(-c2ccccn2)nn1 | 5.5% | 10.4
Cc1cc(OCCCC(=O)NNC(=O)c2ccncc2)ccc1Cl | u | x
O=C(Nc1ccc(Cl)cc1)c1ccc(S(=O)(=O)N2CCOCC2)cc1 | u | x
Cc1ccc(CNC(=O)C2CCC(CNc3c(N4CCOCC4)c(=O)c3=O)CC2)cc1 (stereo not given) | u | x
CC1(C)C2CCC1(CS(=O)(=O)Nc1ccc(S(=O)(=O)N3CCCC3)cc1)C(=O)C2 (stereo not given) | -6.3% | -5.1
Cc1ccc2c(c1)CCCN2C(=O)c1ccoc1C | u | x
O=C(Nc1ccc(F)cc1)NC1CCCc2ccccc21 (stereo not given) | u | x
Cc1ccccc1N(C(=O)c1snc(C(N)=O)c1N)C(C(=O)NCC1CCCO1)c1ccc(F)cc1 (stereo not given) | 6.4% | -2.5
CN(C)S(=O)(=O)c1cc(S(=O)(=O)N(C)C)c(Cl)cc1N | u | x
Cc1cc(C)cc(NC(=O)C2CCN(c3nccs3)CC2)c1 | u | x
Cc1ccc(-c2csc3ncnc(NCCC(=O)O)c23)cc1C | i | 20.3
COc1cc(CCC(=O)OCC(=O)Nc2c(C)cccc2C(C)C)cc(OC)c1OC | 4.0% | 11.7
NC(=O)c1sc2nc(N3CCCCC3)c3c(c2c1N)CCCC3 | u | x
CCCCC(=O)Nc1ccc(NC(=O)c2cccnc2)cn1 | u | x
CCC(=O)Nc1cccc(C(=O)OC)c1 | 1.4% | 9.5
Oc1c(Cl)cc(Cl)cc1CNc1nccs1 | u | x
Cc1c(C#N)c(=O)c(-[n+]2ccccc2)c([S-])n1-c1ccc(Cl)cc1 | 0.7% | -0.1
Cc1c(C(=O)NC2CCN(Cc3ccccc3)C2)oc2ccc(Br)cc12 (stereo not given) | u | x
Cc1ccc(NS(=O)(=O)c2ccc(OCC(=O)NCc3ccncc3)cc2)cc1 | -6.1% | -22.7
COc1ccc(N2C(=O)CC(n3c(CCCCO)nc4ccccc43)C2=O)cc1 (stereo not given) | u | x
O=C(NCCc1ccccc1)C(=O)NCC1OCCN1S(=O)(=O)c1cc(F)ccc1F (stereo not given) | 4.2% | -21.3
CCC1(C(=O)O)NC(c2cc(OC)ccc2O)C2C(=O)N(Cc3ccccc3)C(=O)C21 (stereo not given) | 0.5% | 17.1
COC(=O)C1CCN(c2cc(=O)n(-c3ccccc3Cl)c(=O)[nH]2)CC1 | u | x
O=C(O)Cc1c(C(=O)O)nnn1-c1ccc(Cl)cc1Cl | u | x
COc1ccc([N+](=O)[O-])cc1NC(=O)C(C)OC(=O)c1ccccc1C(=O)c1ccc(Cl)cc1 (stereo not given) | -5.0% | -13.3
Cc1cc(C)cc(N(CCC#N)C(=O)COC(=O)C2=COCCO2)c1 | -3.2%[0.0737 µM] | 11.8
CCOC(=O)N1CCC(NC(=O)CCc2c(C)nc3ncnn3c2C)CC1 | 8.6% | -9.1
COc1cc(CC(=O)Nc2ccccc2N2CCOCC2)cc(OC)c1OC | u | x
O=C(NC(=S)Nc1ccc2c(c1)OCCO2)c1ccccc1 | 6.7% | -1.5
Cc1cccc(C)c1NC(=O)CCCSc1nnc(-c2ccco2)o1 | u | x
CN(C(=O)CSc1nc2ccccc2s1)c1c(N)n(Cc2ccccc2)c(=O)[nH]c1=O | u | x
CC1(c2ccccc2)NC(=O)N(CC#N)C1=O (stereo not given) | u | x
CN(C)CCNC(=O)c1cc2cc(Br)ccc2oc1=O | 8.9% | -11.2
COc1ccc(Cc2nnc(NC(=O)c3ccc(OC)cc3OC)s2)cc1 | u | x
CC(C)c1cccc(C(C)C)c1NC(=O)COC(=O)C1=COCCO1 | u | x
COc1ccccc1Nc1nc(NCCO)c2ccccc2n1 | u | x
CC1(C)Cc2c(c(N3CCOCC3)nc3sc4c(N5CCOCC5)nnnc4c23)CS1 | i | x
CCOC(=O)c1ccc(NS(=O)(=O)c2cc(-c3nnnn3C(C)C)ccc2OC)cc1 | u | x
O=C(Nc1ccc(Cl)cc1)c1cccc(NC2=NC3CS(=O)(=O)CC3S2)c1 (stereo not given) | u | x
O=C(Nc1nc(N2C(=O)c3ccccc3C2=O)n(-c2ccccc2)n1)c1ccccc1 | u | x
O=Cc1ccc(C(=O)OCC(=O)Nc2ccc(F)cc2F)cc1 | -1.2% | 10.8
O=C(CN1C(=O)C(c2ccc(F)cc2)=NC12CCCC2)Nc1ccc(F)cc1 | 5.0% | -16.9
Cc1oc(-c2ccc(Cl)cc2)nc1CN1CCCC(C(=O)N2CCOCC2)C1 (stereo not given) | u | x
Cc1cc(C)c(C#N)c(SCC(=O)Nc2nonc2N)n1 | i | x
O=C1C(=O)N(Cc2cccnc2)C(c2cccc(Br)c2)/C1=C(/O)c1ccc2c(c1)OCO2 (stereo not given) | u | x
O=C(N/N=C/c1cccc(OC(=O)c2cccc(Br)c2)c1)c1ccncc1 | u | x
Cc1ccccc1CS(=O)(=O)Cc1ccc(C(=O)NCCCN2CCCC2=O)o1 | 8.0% | 26.6
Cc1ccc2c(CN3CCN(S(=O)(=O)c4ccc(Cl)cc4)CC3)cc(=O)oc2c1C | i | x
COC(=O)C1(C)NC(c2ccc(OC)cc2)C2C(=O)N(c3ccccc3)C(=O)C21 (stereo not given) | u | x
CCCNC(=O)CSc1nnc(-c2ccccc2Br)n1-c1cccc(C(F)(F)F)c1 | u | x
